Compound activity from PubChem BioAssay.
G9a block: G9a (human) methyltransferase inhibition | Q96KQ7 | G9a H3K9 monomethylation, AlphaScreen, 2 h | Potency, µM (series often up to 102 µM), inactives show at the top dose activity, negative = inhibition, hits mostly inhibitors | 350,000 tested, 8.8% active; further: potency means the concentration at half of the fitted maximal effect; on the % scale 0 is the no-effect control and ±100 the full control effect; nearly all actives have a fitted effect of over 75% in size
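AlphaScreen detection with an anti-monomethyl H3K9 antibody quantified product after a 2 h room-temperature reaction containing 500 nM biotinylated H3K9 peptide, 20 µM SAM and 20 nM enzyme, which had been preincubated 15 min with compound.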
Pin1 inhibitor: human Pin1 inhibition; 390,000 tested, 0.009% active; Potency, µM (highest dose often 115 µM), without a hit: at the highest dose activity, negative = inhibition, actives largely listed as inhibitors; Q13526; AID 504891; Pin1 FP peptide displacement, HiFluor488, 10 min; active means well fitted inhibition curve with a large enough effect in the polarisation, with a control signal flat, not every such curve was filed as active; inconclusive means small, poorly fitted or top-dose-only effect, or effect the other way, or a change in a side signal; inactive means no such curve, though single readings can be large or run the other way; the % refers to the polarisation; further: potency means the concentration at half of the fitted maximal effect; on the % scale 0 is the no-effect control and ±100 the full control effect
Target sequence (Q13526 whole entry, looked up): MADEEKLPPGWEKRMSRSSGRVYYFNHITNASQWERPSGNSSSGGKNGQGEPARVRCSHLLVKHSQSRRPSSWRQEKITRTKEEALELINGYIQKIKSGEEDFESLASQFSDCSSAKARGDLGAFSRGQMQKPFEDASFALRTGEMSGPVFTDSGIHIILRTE
GLS inh: inhibitors of human glutaminase (GLS) | O94925 | GLS enzymatic activity, qHTS titration | Potency, µM (series often up to 45.5 µM), inactives show at the top dose activity change, negative = inhibition, usual class: inhibitors | 410,000 tested, 0.21% active; further: potency means the concentration at half of the fitted maximal effect; on the % scale 0 is the no-effect control and ±100 the full control effect
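Compounds were pin-transferred onto hKGA, after which L-glutamine (1 mM solution) and a detection mix of glutamate oxidase, HRP and Amplex Red were added. Initial and 30 min RT fluorescence reads were collected.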
PI4K2A block: inhibitors of human PI4K2A. Q9BTU6. 420,000 tested, 0.13% active. purified PI4K2A, ADP-Glo luminescence, 1 h; hits give low values. activity change, negative = inhibition, % at 76.9 µM; in the data active means activity change below about -50%; inconclusive means mostly about -30% to -49%;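 further: -100% = wells without enzyme as full effect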
Target sequence (Q9BTU6 whole entry, looked up): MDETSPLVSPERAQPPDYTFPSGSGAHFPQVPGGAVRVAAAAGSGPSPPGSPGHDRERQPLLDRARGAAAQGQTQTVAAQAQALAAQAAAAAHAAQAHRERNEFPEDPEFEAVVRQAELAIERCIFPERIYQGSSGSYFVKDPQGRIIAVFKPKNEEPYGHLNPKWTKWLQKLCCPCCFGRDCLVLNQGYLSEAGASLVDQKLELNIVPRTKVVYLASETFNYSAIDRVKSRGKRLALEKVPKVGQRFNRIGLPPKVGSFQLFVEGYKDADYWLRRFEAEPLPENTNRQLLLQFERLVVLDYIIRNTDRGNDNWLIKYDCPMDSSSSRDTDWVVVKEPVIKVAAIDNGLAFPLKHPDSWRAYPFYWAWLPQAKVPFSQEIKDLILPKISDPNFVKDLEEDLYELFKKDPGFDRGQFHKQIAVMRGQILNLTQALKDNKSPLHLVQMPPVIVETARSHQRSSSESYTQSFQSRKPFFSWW
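Compounds are screened against recombinant PI4K2A using PI as substrate and ATP, the latter dispensed at 300 microM. Reactions run one hour at ambient temperature before ADP-Glo detection; full inhibition defined by wells lacking enzyme.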
Tb PGK inh: inhibitors of T. brucei phosphoglycerate kinase | P07378 | PGK/GAPDH coupled, Kinase-Glo luminescence, 60 min | Potency, µM (doses to about 57.5 µM), without a hit: at the top dose activity change, negative = inhibition, actives largely listed as inhibitors | 380,000 tested, 0.043% active | AID 602233; further: potency means the concentration at half of the fitted maximal effect; on the % scale 0 is the no-effect control and ±100 the full control effect; nearly all actives have a fitted effect of over 60% in size
Target sequence (P07378 whole entry, looked up): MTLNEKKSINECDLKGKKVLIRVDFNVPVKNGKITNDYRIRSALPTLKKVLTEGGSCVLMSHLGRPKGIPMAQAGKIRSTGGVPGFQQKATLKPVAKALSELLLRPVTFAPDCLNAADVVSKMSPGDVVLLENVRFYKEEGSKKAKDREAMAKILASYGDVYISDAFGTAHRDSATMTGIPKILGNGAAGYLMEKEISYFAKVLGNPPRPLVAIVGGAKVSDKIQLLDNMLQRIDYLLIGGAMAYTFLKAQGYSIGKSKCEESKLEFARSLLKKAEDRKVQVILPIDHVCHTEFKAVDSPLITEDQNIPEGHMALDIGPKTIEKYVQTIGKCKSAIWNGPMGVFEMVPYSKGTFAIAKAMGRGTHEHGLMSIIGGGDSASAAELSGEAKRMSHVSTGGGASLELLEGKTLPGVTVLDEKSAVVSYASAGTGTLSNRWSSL
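Luminescent ATP detection (Kinase-Glo Plus) follows a 60-minute room-temperature incubation, with wells lacking PGK as controls. Buffer: 100 mM TEA (pH 7.6), 5 mM MgCl2, 0.01% Tween-20. Coupling enzyme GAPDH (100 nM final) supplies unstable 1,3-BPG in-well.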
BAZ2B inh: BAZ2B (human) inhibition. Q9UIF8. AlphaScreen BAZ2B-H3K14Ac peptide displacement. Potency, µM (titrated, usually from 114 µM), for inactives: at the top dose activity change, negative = inhibition, usual class: inhibitors. 360,000 tested, 4.4% active. AID 504333; further: potency means the concentration at half of the fitted maximal effect; on the % scale 0 is the no-effect control and ±100 the full control effect; nearly all actives have a fitted effect of over 60% in size
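Multi-concentration screen (max 110 uM) measuring displacement of acetylated histone H3 peptide from BAZ2B by AlphaScreen, using 50 nM protein, 50 nM peptide and 10 ug/mL streptavidin donor plus Ni-chelate acceptor beads.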
JMJD2A Tudor inh: blocks the human JMJD2A Tudor domain. O75164. AlphaScreen JMJD2A-Tudor / H3K4me3 peptide binding. Potency, µM (doses to about 114 µM), for the others: top-dose activity change, negative = inhibition, hits mostly inhibitors. 390,000 tested, 4.4% active. AID 504339; further: potency means the concentration at half of the fitted maximal effect; on the % scale 0 is the no-effect control and ±100 the full control effect; nearly all actives have a fitted effect of over 50% in size
HP1b chromo inh: HP1-beta chromodomain-methylated histone interaction inhibition; P83916; AlphaScreen HP1-beta / biotin-H3K9me3 peptide binding; Potency, µM (series often up to 114 µM), for inactives: top-dose activity change, negative = inhibition, most hits filed as inhibitors; 390,000 tested, 0.56% active; further: potency means the concentration at half of the fitted maximal effect; nearly all actives have a fitted effect of over 70% in size; inactives centre near 23
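AlphaScreen: HP1-beta (50 nM) preformed 30 min with biotin-H3(1-18)K9me3 peptide (50 nM) in PBS pH 7.4, 0.01% Tween-20. Compound added for 30 min at RT, then streptavidin donor/nickel chelate acceptor beads (10 ug/mL) for 30 min.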
ERG-DNA inh: inhibitors of human ERG Ets domain-DNA interaction. P11308. fluorescence polarization, His-ERG Ets domain / labelled DNA. Potency, µM (doses to about 76.9 µM), inactives show at the top dose FP activity, negative = inhibition, usual class: inhibitors. 370,000 tested, 0.028% active. AID 624246; active means well fitted inhibition curve with a large enough effect in the polarisation, with a control signal flat; inconclusive means small, poorly fitted or top-dose-only effect, or effect the other way, or a change in a side signal; inactive means no such curve, though single readings can be large or run the other way; the % refers to the polarisation;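 further: polarization taken with two DNA probes labelled with fluorescein and Texas red; potency means the concentration at half of the fitted maximal effect; % of control where 0% means no effect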
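His-tagged ERG Ets domain (1 uM in the protein solution; 300mM KCl, 50mM Tris-HCl, 1mM EDTA, 1mM DTT, pH 7.5) received compound, then a probe mix of 5 nM fluorescein-DNA and 100nM Texas-615-DNA. Fluorescence polarization was read for both dyes.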
* hit, by the source's call; i = inactive; ? = inconclusive; / = no result given; & = joins results of further samples; [ ] = dose if it differs, or a comment. Unless noted, the call rests on the fitted dose curve; in most records, active means well fitted curve in the direction sought with a large enough effect; inconclusive means small, poorly fitted or top-dose-only effect, or another doubt; inactive means no such curve, though single readings can be large; an effect the other way counts as inactive or inconclusive.

SMILES	G9a block	Pin1 inhibitor	GLS inh	PI4K2A block	Tb PGK inh	BAZ2B inh	JMJD2A Tudor inh	HP1b chromo inh	ERG-DNA inh
O=C(Nc1ccn(Cc2c(F)c(F)c(F)c(F)c2F)n1)c1ccc(COc2ccccc2Cl)cc1	-1.9%[59 µM]	-0.1%	2.3%	-20.6	-6.0%	-4.5%	-12.6%	14.5%	6.0%
CSc1ccc(C2c3c(-c4ccccc4O)n[nH]c3C(=O)N2Cc2ccncc2)cc1 (centres undefined)	-10.8%[59 µM]	4.3%	22.7%	-4.5	2.4%	?	?	11.0%	1.3%
CCCCN(CC)C(=O)CSc1nc2c(sc(=S)n2-c2ccc(OCC)cc2)c(=O)[nH]1	?	-15.4%	6.8%	1.0	-6.5%	/	-33.5%	11.1%	5.3%
CC(=O)N(CN1C(=O)CCC1=O)c1cccc(Cl)c1	?	0.1%	-11.1%	-1.9	-0.5%	1.9%	-10.8%	27.0%	-3.1%
COc1cc(C(=O)OCC(=O)Nc2c(C)n(C)n(-c3ccccc3)c2=O)c([N+](=O)[O-])cc1OC	17.3%[2.33 µM]	-13.6%	11.4%	-4.7	i	12.4%	-17.0%	-0.1%	-13.8%
COc1cc2c(C#CCCO)c(-c3ccsc3)oc(=O)c2cc1OC	/	1.0%	-1.0%	-9.7	1.4%	/	-22.3%	37.0%	-2.3%
COCCN(C(=O)C1CCC1)c1nnc(-c2cccnc2)s1	1.0%[59 µM]	1.2%	14.6%	-4.3	6.2%	-19.7%	-5.8%	55.4%[activator]	1.9%
Cc1ccc(S(=O)(=O)N(C)CCCC(=O)Nc2ccccn2)cc1	/	2.1%	-4.0%	6.6	-0.6%	/	-10.2%	25.0%	4.5%
O=C(OCCOc1cccc(Cl)c1)c1cc(S(=O)(=O)N2CCOCC2)ccc1F	11.4%[0.501 µM]	5.0%	-9.0%	-5.5	3.9%	8.9%	18.5%	35.8%	-4.7%
CCOC(=O)c1c(C)n(-c2ccc(C)cc2)c2ccc(O)c(CN(C)C)c12	44.7µM*	0.0%	0.8%	-1.2	4.0%	?	?	-8.1%	-10.5%
CCc1ccc(N2CC(C(=O)Nc3cccnc3)CC2=O)cc1 (centres undefined)	?	0.0%	2.9%	6.5	-6.8%	-1.0%	-10.0%	18.3%	-2.2%
O=C1NC(c2ccc(-c3ccccc3[N+](=O)[O-])o2)C(C(=O)c2ccccc2)C(O)(C(F)(F)F)N1 (centres undefined)	4.9%[59 µM]	3.8%	2.1%	-0.7	/	-30.1%	?	4.6%	11.8%
COc1ccc(S(=O)(=O)NCCSC(C)(C)C)cc1Cl	4.9%[12.7 µM]	-0.1%	-14.2%	0.4	-0.5%	11.2%	-6.3%	23.0%	/
Cc1nc(NC(=O)c2ccc(F)cc2)sc1C(=O)Nc1ccc2c(c1)CCC2	11.6%	-2.5%	-7.0%	-5.8	-1.3%	2.6%	-28.3%	-2.0%	/
COc1ccc(-c2nc(CSCC(=O)NCCc3ccccc3)c(C)o2)cc1	-21.3%[59 µM]	-7.4%	3.8%	-3.4	0.5%	?	-17.8%	35.0%	0.0%
Cc1occc1-c1nnc(SCC(=O)N2CCCCC2)n1C	-6.7%	-1.7%	14.2%	-0.3	4.4%	-4.6%	-7.6%	16.9%	-1.8%
CC(C)C[C@H](NC(=O)[C@@H]1O[C@H]1C(=O)O)C(=O)NCCCCN=C(N)N	-5.0%	-1.4%	-8.8%	-0.7	-6.5%	3.5%	-11.0%	40.0%	7.2%
O=C(CSc1nnc(-c2cccnc2)n1Cc1ccco1)N1CCc2ccccc21	-24.5%	-0.2%	-0.2%	-2.0	2.5%	58.7%[activator]	1.8%	25.5%	-1.7%
N#Cc1ccccc1NC(=O)COc1ccccc1C(=O)Nc1ccccc1	/	-3.5%	1.7%	-3.9	2.3%	/	-23.2%	6.7%	0.0%
CCCn1nc(NS(C)(=O)=O)c2cc3cccc(C)c3nc21	9.4%	5.2%	-11.9%	2.8	5.5%	-4.3%	-8.8%	24.7%	-10.9%
O=C(c1ccc2nc(Cc3ccccc3F)oc2c1)N1CC[C@H](O)C1	-5.4%	0.1%	15.0%	1.9	7.3%	-22.1%	?	-5.2%	-5.9%
CCOC(=O)CC(NC(=O)C1c2ccccc2Oc2ccccc21)c1ccc(C)cc1 (centres undefined)	-9.3%	8.4%	2.0%	-6.8	3.7%	2.1%	-3.5%	31.6%	-4.4%
Cc1cc(OCC(=O)N(Cc2ccco2)C2CCS(=O)(=O)C2)ccc1Cl (centres undefined)	-30.2%	-3.3%	-8.7%	-1.1	i	-21.6%	-16.9%	12.3%	-3.1%
O=C1CN(S(=O)(=O)c2cccc(Cl)c2Cl)CCN1	-1.8%	-0.1%	5.3%	-2.6	2.8%	-5.3%	-6.2%	31.2%	0.9%
Cc1cccc(N2CCN(C(=O)Cc3c(C(=O)O)[nH]c4ccc(Cl)cc34)CC2)c1C	?	-18.1%	29.4%	-7.3	-8.5%	-8.3%	-33.5%	8.6%	0.4%
COc1ccc(CCNC(=O)C(=O)Nc2ccc3c(c2)OCO3)cc1OC	-12.8%[59 µM]	-2.9%	0.2%	4.8	-4.5%	-3.3%	-6.2%	10.7%	0.0%
COC(=O)c1c(NC(=S)NNS(=O)(=O)c2ccc(OC)cc2OC)sc2c1CCCCCC2	36.5%	2.9%	14.3%	-0.3	i	-11.7%	-20.8%	16.6%	-9.2%
CN1C(=O)Cc2cc(S(=O)(=O)N3CCN(c4ccccc4F)CC3)ccc21	-1.7%[59 µM]	10.7%&23.7%	-8.1%&4.7%	-0.3&-2.1	-6.5%&-13.9%	-9.3%&-2.0%	-2.0%&-5.6%	33.7%&47.1%	-8.2%&6.6%
CN1C(=O)C(C)(C)c2cc(S(=O)(=O)N3CCCC(C(=O)NCc4ccc(F)cc4)C3)ccc21 (centres undefined)	/	6.0%	-11.5%	-1.4	1.9%	-0.5%	-8.3%	42.7%[activator]	1.5%
O=C(CC(=O)c1ccccc1)Nc1ccc2c(c1)OCCO2	8.0%[59 µM]	12.4%	2.3%	-1.7	-1.3%	1.2%	-18.9%	3.6%	3.0%

G9a block: what is marked active above.
SMILES	G9a block	Pin1 inhibitor	GLS inh	PI4K2A block	Tb PGK inh	BAZ2B inh	JMJD2A Tudor inh	HP1b chromo inh	ERG-DNA inh
CCOC(=O)c1c(C)n(-c2ccc(C)cc2)c2ccc(O)c(CN(C)C)c12	44.7µM*	0.0%	0.8%	-1.2	4.0%	?	?	-8.1%	-10.5%

New compounds follow:
SMILES	G9a block	Pin1 inhibitor	GLS inh	PI4K2A block	Tb PGK inh	BAZ2B inh	JMJD2A Tudor inh	HP1b chromo inh	ERG-DNA inh
COc1ccc(CNC(=O)C2CCN(S(=O)(=O)c3cc(OC)ccc3OC)CC2)cc1	2.3%[59 µM]	3.6%	15.8%	9.6	4.3%	-7.7%	-7.7%	16.3%	-0.8%
O=C(Nn1c(SCc2cccc([N+](=O)[O-])c2)nc2ccccc2c1=O)c1ccccc1	?	-2.7%	2.9%	-0.3	i	?	?	-5.3%	-2.0%
O=C(NCC1CCCO1)c1ccc2nc(N3CCCCC3)sc2c1 (centres undefined)	0.2%	-1.3%	0.2%	2.5	-3.8%	10.9%	-8.3%	25.3%	-1.9%
CC(=O)Nc1ccc2c(c1)C(=O)N(c1cccc3ccccc13)C2=O	-7.9%	-8.7%	12.5%	3.9	-1.9%	-8.4%	-13.8%	14.0%	9.3%
Cn1nnc2c(NCc3c(F)cccc3F)ncnc21	4.5%[59 µM]	-0.3%	0.2%	-5.8	9.4%	0.0%	-7.1%	13.2%	2.2%
COCCCNC(=O)CC(NS(=O)(=O)c1ccc(Cl)cc1)c1ccc(OC)cc1 (centres undefined)	?	-5.7%	1.1%	2.3	-9.6%	3.7%	0.6%	9.5%	/
CC(C)CCn1cnc2c(sc3nc4c(cc32)CSC(C)(C)C4)c1=O	9.1%[59 µM]	4.4%	1.5%	1.4	-5.3%	2.6%	-15.1%	19.6%	-4.0%
COc1ccc(C(=O)NCC(=O)OCC(=O)N2CCc3ccccc32)cc1	-5.9%	1.7%	9.9%	2.7	-6.2%	/	-20.3%[57.1 µM]	36.0%	-6.6%
Cc1ccc(C(=O)NCC(=O)O)cc1S(=O)(=O)N1CCCCC1	5.8%[59 µM]	-4.1%	7.4%	0.3	-6.7%	-11.9%	-19.4%	30.2%	-1.9%
CC(=O)N1CCN(c2ccc(NC(=O)c3ccc(Br)o3)cc2Cl)CC1	?	-9.8%	-4.1%	-5.4	0.0%	?	-23.5%	47.4%[activator]	-5.9%
CC(C)c1ccccc1OCC(O)CN(CC(O)COc1cccc2ccccc12)C(C)C (centres undefined)	-40.0%	7.1%	-9.7%	-6.8	1.4%	-25.7%	-8.5%	28.9%	-2.7%
CN1C(C(=O)NCc2ccco2)CC2Cn3c(nc4cc(Cl)c(Cl)cc43)C21 (centres undefined)	-40.3%[59 µM]	9.3%	-1.8%	0.2	-3.5%	-13.2%	-1.4%	26.4%	0.4%
Cc1ccc(NC(=O)c2ccc(C)cc2)cc1	23.5%[2.33 µM]	-0.8%	0.4%	2.9	-2.6%	-4.6%	-14.9%	19.3%	-2.8%
OC1CCN(Cc2cccc(Oc3ccccc3)c2)CC1	-1.4%[59 µM]	0.5%	2.2%	-2.4	-3.8%	0.9%	-9.0%	16.8%	7.3%
